Assay outcomes as filed in PubChem BioAssay.
RGS4 act = RGS4 potentiation or activation. HEK293 M3R/inducible RGS4, carbachol calcium flux Fluo4; hits give low values. B-score at 10 µM. 310,000 compounds, 0.92% hits. AID 463111;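 active means B-score of the integrated calcium signal more than 4 SD below the library mean, with starting fluorescence not abnormally high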;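 further: negative B-score means reduced calcium response which marks RGS4 activation or potentiation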
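test system = HEK293 cells with stable M3R and inducible RGS4 | schedule = recording 10 s baseline at 1 Hz, 100 s post-agonist | technique = Fluo4-AM (2 µM) calcium-flux fluorescence, kinetic read | measure = Agonist-evoked peak-minus-minimum fluorescence over baseline, integrated ratio, B score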
TRPC6 inh = blocks the mouse TRPC6 cation channel; 310,000 compounds, 1.1% hits; B-score at 10 µM; HEK293-TRPC6, membrane potential dye, ACh-evoked depolarization; hits give low values;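 active means B-score under library mean minus 3 SD, initial fluorescence not abnormally high, positive integrated signal ratio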;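 further: B-score derived from integrated fluorescence ratio over the kinetic read; more negative B-score means stronger inhibition of depolarization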
MrgX1 allo act = human MrgX1 positive allosteric modulation, primary screen; AID 588675; 310,000 compounds, 0.63% hits; MrgX1-HEK293, Fluo-4 calcium flux, FDSS; hits give high values; Q96LB2; B-score at 10 µM;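 active means plate-corrected calcium response at least 3 library SD above typical, normal starting fluorescence, not activating the receptor alone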;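 further: compound read alongside a low EC10 to EC30 dose of BAM8-22 agonist; peak minus trough fluorescence over baseline measured at the second addition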
Platelet DG rel = platelet dense granule release activity. human platelet-rich plasma, SFLLRN dense granule ATP release, luminescence. inhibition, %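 (compounds screened at 7.5 µM in platelet-rich plasma)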. 300,000 compounds, 0.22% hits;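 active means mean replicate score, as percent of positive control, at or above 50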
TRPC4 block = TRPC4 (mouse) channel inhibition; HEK293 TRPC4beta/mu-opioid, DAMGO-evoked Fluo4 calcium flux; hits give low values; B-score at 10 µM; 300,000 compounds, 0.39% hits; AID 2247;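 active means B-score over 3 SD under the library average, no early fluorescence shift, positive overall ratio signal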
Target sequence (Q9QUQ5 whole entry, looked up): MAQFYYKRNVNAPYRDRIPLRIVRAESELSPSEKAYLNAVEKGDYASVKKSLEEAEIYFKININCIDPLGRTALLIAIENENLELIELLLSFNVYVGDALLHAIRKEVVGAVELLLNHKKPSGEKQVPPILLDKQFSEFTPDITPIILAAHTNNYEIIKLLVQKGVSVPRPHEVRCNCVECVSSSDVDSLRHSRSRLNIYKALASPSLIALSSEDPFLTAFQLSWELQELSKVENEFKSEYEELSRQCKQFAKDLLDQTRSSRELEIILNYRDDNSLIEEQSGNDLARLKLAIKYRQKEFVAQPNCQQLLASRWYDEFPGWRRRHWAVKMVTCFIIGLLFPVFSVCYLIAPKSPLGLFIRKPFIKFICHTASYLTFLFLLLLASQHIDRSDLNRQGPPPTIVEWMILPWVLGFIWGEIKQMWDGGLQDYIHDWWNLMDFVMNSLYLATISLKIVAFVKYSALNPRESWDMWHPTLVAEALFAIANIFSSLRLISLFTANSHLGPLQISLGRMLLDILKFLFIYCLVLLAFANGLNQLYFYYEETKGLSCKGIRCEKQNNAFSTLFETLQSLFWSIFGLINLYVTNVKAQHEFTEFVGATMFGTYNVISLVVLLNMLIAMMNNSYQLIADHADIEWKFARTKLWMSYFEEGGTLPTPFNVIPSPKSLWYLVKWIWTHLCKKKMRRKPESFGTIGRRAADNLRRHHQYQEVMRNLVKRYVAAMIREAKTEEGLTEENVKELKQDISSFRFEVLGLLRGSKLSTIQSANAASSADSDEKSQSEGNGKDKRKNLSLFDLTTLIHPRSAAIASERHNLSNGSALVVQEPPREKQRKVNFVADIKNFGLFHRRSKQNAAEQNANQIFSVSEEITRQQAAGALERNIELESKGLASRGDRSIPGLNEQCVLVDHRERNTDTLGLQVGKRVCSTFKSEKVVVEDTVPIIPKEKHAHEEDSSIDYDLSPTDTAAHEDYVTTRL
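Assay system: Stable TRPC4beta/mu-opioid receptor HEK293 cells | Reagent: DAMGO in two steps, submaximal then maximal | Compound dosing: Single concentration per test compound | Signal: Fluo4 Ca2+ flux fluorescence | Evaluation: Per-well B score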
MrgX1 ag = agonists of human MrgX1 receptor; Q96LB2; MrgX1-HEK293 cells, Fluo-4 calcium fluorescence, agonist mode; hits give high values; B-score at 10 µM; 310,000 compounds, 0.44% hits;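 active means calcium response B-score plate-corrected fluorescence ratio at least 3 library SD, with starting fluorescence B-score inside 5 SD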
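times = overnight plating, then 30 min 37 °C plus 30 min room-temperature dye loading | assay system = stable human MrgX1 HEK293 cell line | input = fifteen thousand cells per well | signal = kinetic calcium dye fluorescence, Fluo-4 NW | dosing = compound delivered in addition one of three | read-out = B-scored fluorescence response ratio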
SKKanGAS inh = SKKanGAS growth inhibition; inhibition, % at 7.5 µM; S. pyogenes SKKanGAS, kanamycin growth, BacTiter-Glo, 6 h; AID 1662; 300,000 compounds, 1.3% hits;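 active means mean replicate score, as percent of positive control median, at least 50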;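 further: strain carries kanamycin resistance gene driven by streptokinase promoter and grows in 40 µg/ml kanamycin; loss of luminescence reflects streptokinase promoter inhibition or plain growth inhibition; 0% = median of DMSO wells and 100% = positive control at its reference dose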
TRPC6 act = activators of mouse TRPC6 channel; HEK293-TRPC6 membrane potential dye fluorescence; hits give high values; B-score at 10 µM; 310,000 compounds, 0.13% hits;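 active means B-score of the integrated fluorescence ratio above library mean plus 3 SD, and starting fluorescence ratio within library mean plus 5 SD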;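 further: higher score means more depolarization so channel activation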
MrgX1 antag = blocks BAM8-22 activation of human MrgX1 receptor; Q96LB2; B-score at 10 µM; 310,000 compounds, 1.3% hits; MRGX1-HEK293 calcium flux, Fluo-4, BAM8-22 antagonism; hits give low values;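 active means calcium-response B-score plate-corrected more than 3 library SD below zero, starting fluorescence within 5 deviations, no agonist response on first addition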;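 further: peak minus trough fluorescence over baseline after final BAM8-22 challenge near maximal dose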
HIF act = HIF pathway transcriptional activation | U2OS HRE-luciferase reporter, luminescence; normalized: DMSO 0%, desferrioxamine 100% | activation, % at 7.5 µM (by protocol) | 300,000 compounds, 0.32% hits | AID 1910;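 active means mean activation of at least 10% of the iron chelator positive control signal, with at least half of replicates also reaching 10%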
RGS4 inh = human RGS4 inhibition; P49798; HEK293 M3R/RGS4 inducible, Fluo-4 calcium flux; hits give high values; triggered by carbachol at its EC20; B-score at 10 µM; 310,000 compounds, 0.45% hits; AID 463165;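 active means B-score, a plate-corrected calcium signal, over three deviations above library mean, with baseline fluorescence within five deviations of library mean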;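 further: RGS4 expression induced by doxycycline in cells with stable M3 receptor; B-score is computed from the integrated fluorescence ratio over baseline after carbachol; higher B-score means a larger calcium signal and so more RGS4 inhibition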
* marks the source's active call; other numbers are inactive results; i = inactive; · = no result given.

compound	MrgX1 allo act	MrgX1 ag	HIF act	SKKanGAS inh	MrgX1 antag	RGS4 inh	Platelet DG rel	RGS4 act	TRPC6 inh	TRPC6 act	TRPC4 block
Cc1cc(=O)[nH]c(SCC(=O)N(CCC#N)c2ccccc2)c1C#N	i	i	-0.9	·	i	i	3	i	i	i	i
Cc1ccc(Cn2nc(C)c(NC(=O)c3cc(-c4ccco4)on3)c2C)cc1	i	i	0.0	-3	i	i	-11	i	i	i	i
CCN(CC(=O)Nc1c(F)cccc1F)C(=O)c1ccc2c(c1)S(=O)(=O)N=C1CCCCCN12	i	i	1.5	-3	i	i	-3	i	i	i	i
NC1=NC[C@@H](Cc2ccc(O)cc2)N1CCCCC1CCCCC1	i	i	0.0	9	i	i	3	i	i	i	i
CCOC(=O)CSc1nc2c(sc(=S)n2Cc2ccco2)c(=O)n1-c1ccc(F)cc1	i	i	-0.1	10	i	i	-1	i	i	i	i
O=C(Cn1cnc2ccccc2c1=O)NCCC(=O)N1CCN(c2ccccc2)CC1	i	i	-0.3	6	i	i	-1	i	i	i	i
Cc1cccc(N(CC(=O)N=Nc2c(O)[nH]c3ccccc23)S(C)(=O)=O)c1C	i	i	-0.5	16	i	i	3	i	i	i	i
c1ccc(-c2cc(CSc3nc4ccccc4[nH]3)on2)cc1	i	i	0.6	9	i	i	5	i	i	i	i
CNC(=S)Nc1sc2c(c1C(=O)OC)CCC2	i	i	-0.7	11	i	i	8	i	i	i	i
Cc1ccc2cc(C#N)c(N3CCCN(C(=O)C4CCCO4)CC3)nc2c1 (configuration not stated)	i	i	0.3	-14	i	i	-4	i	i	i	i
CCc1nn(CC(=O)NCCCN2CCCC2=O)c(=O)c2cc3sccc3n12	i	i	-0.4	2	i	i	7	i	i	i	i
CCOc1ccc(CCNC(=O)c2ccc(OCc3c(C)noc3C)cc2)cc1OCC	i	i	0.3	4	i	i	8	i	i	i	i
CCN(CC(=O)N1CCOCC1)S(=O)(=O)c1ccc(Cl)cc1	i	i	0.1	-2	i	i	-8	i	i	i	i
CCOC(=O)c1ccc2nc(Nc3nc4ccc(F)cc4s3)sc2c1	i	i	-5.0	17	i	i	-6	i	i	i	i
Cn1c(SCc2cccc(Br)c2)nnc1-c1ccccn1	i	i	0.4	-5	i	i	1	i	i	i	i
O=C(Cn1nc(C(F)(F)F)c2c1CCCC2)N1CCOCC1	i	i	-0.4	-1	i	i	6	i	i	i	i
O=C(NC1CCCCC1)c1cccc(S(=O)(=O)N2CCOCC2)c1	i	i	-0.4	0	i	i	-7	i	i	i	i
COc1ccc(OC)c(S(=O)(=O)NCc2cn3ccsc3n2)c1	i	i	-0.4	-1	i	i	5	i	i	i	i
COC(=O)C1CCN(C(=O)c2ccc(SC)cc2OC)CC1	i	i	-0.3	-13	i	i	-4	i	i	i	i
COc1ccc(C(=O)N(c2ccccc2)C2C=CS(=O)(=O)C2)cc1 (configuration not stated)	i	i	-0.1	-3	i	i	0	i	i	i	i
Cc1ccc(NC(=O)c2ccc(Cl)cc2[N+](=O)[O-])nc1	i	i	1.2	-10	i	i	-3	i	i	i	i
N#CCC1c2ccccc2CCN1C(=O)Nc1ccc(Cl)cc1 (configuration not stated)	i	i	-0.1	-3	i	i	-4	i	i	i	i
O=C(Cc1cccs1)Nc1nnc(CCc2ccccc2)s1	i	i	-0.2	11	i	i	1	i	i	i	i
COc1ccc(NS(=O)(=O)c2ccc(NC(C)=O)cc2)cc1OC	i	i	1.2	0	i	i	-3	i	i	i	i
CC(C(=O)NC1CCCCC1)N1C(=O)c2cccc3cccc1c23 (configuration not stated)	i	i	-0.5	3	i	i	8	i	i	i	i
CCOc1ccc(S(=O)(=O)NC(C)C(=O)NCc2ccccn2)cc1 (configuration not stated)	i	i	-0.3	5	i	i	12	i	i	i	i
Cc1sc2ncnc(NCC(C)(C)N3CCOCC3)c2c1C	8.7*	i	0.2	-5	i	i	1	i	i	i	i
CC(C)C(NS(=O)(=O)c1c(Cl)cccc1Cl)C(=O)OCC(=O)c1c[nH]c2ccccc12 (configuration not stated)	i	i	-0.4	-9	i	i	12	i	i	i	i
CC(=O)NC1CC(C)(C)N(OC(C)=O)C(C)(C)C1	·	·	-0.3	-1	·	i	-3	i	i	i	i
OC(COc1ccccc1)CN1CCN(C(c2ccccc2)c2ccccc2)CC1 (configuration not stated)	i	i	-0.4	4	i	i	12	i	i	i	i

Record cards, from the list above. Values in the order: MrgX1 allo act	MrgX1 ag	HIF act	SKKanGAS inh	MrgX1 antag	RGS4 inh	Platelet DG rel	RGS4 act	TRPC6 inh	TRPC6 act	TRPC4 block
c1ccc(-c2cc(CSc3nc4ccccc4[nH]3)on2)cc1 in the list: i	i	0.6	9	i	i	5	i	i	i	i
NC1=NC[C@@H](Cc2ccc(O)cc2)N1CCCCC1CCCCC1 in the list: i	i	0.0	9	i	i	3	i	i	i	i

(more compounds)
compound	MrgX1 allo act	MrgX1 ag	HIF act	SKKanGAS inh	MrgX1 antag	RGS4 inh	Platelet DG rel	RGS4 act	TRPC6 inh	TRPC6 act	TRPC4 block
Cc1cccc(N(C)C(=O)CN(C)S(=O)(=O)c2ccc3c(c2)c(=O)n(C)c(=O)n3C)c1	i	i	-0.3	3	i	i	2	i	i	i	i
CC1(C)C[C@@H]2C[C@@](C)(CN2C(=O)c2ccccc2)C1	i	i	-0.4	9	i	i	-12	i	i	i	i
Nc1n[nH]c(=S)n1-c1ccc(Cl)cc1	i	i	0.3	3	i	i	3	i	i	i	i
COC(=O)c1cccn(CC(=O)c2ccc(Cl)cc2Cl)c1=O	i	i	-0.4	-6	i	i	-6	i	i	i	i
COc1ccc(Cn2nnnc2C(c2ccc(N(C)C)cc2)N2CCC(C(N)=O)CC2)cc1 (configuration not stated)	i	i	-0.5	-2	i	i	5	i	i	i	i
Cc1ccccc1N1C(=O)C(Cc2ccc(F)cc2)S/C1=C(\C#N)C(N)=O (configuration not stated)	i	i	-0.6	-4	i	i	3	i	i	i	i
CC(C)c1ccc(OCC(=O)Nc2ccc3oc(=O)ccc3c2)cc1	i	i	-0.1	-2	i	i	-1	i	i	i	i
COc1ccc(NC(=O)CN(C)C(=O)c2c(C)nn(Cc3ccccc3)c2C)cc1	i	i	-15	-1	i	i	-8	i	i	i	i
COc1ccc(C2=NN(C(=O)c3ccc(Cl)c([N+](=O)[O-])c3)C(c3ccccc3)C2)cc1 (configuration not stated)	i	i	2.8	-3	i	i	12	i	i	i	i
COCCn1c(-c2ccc(Cl)cc2Cl)nc2c(c(=O)c3ccccc3n2C)c1=O	i	i	-0.3	7	i	i	-2	i	i	i	i
C[C@H](NC(=O)c1nc[nH]c1C(=O)N[C@@H](C)C(=O)OCc1ccccc1)C(=O)OCc1ccccc1	i	i	0.0	0	i	i	-5	i	i	i	i
c1ccc(-c2ccnc3nc(-n4cccc4)nn23)cc1	i	i	-0.2	-4	i	i	16	i	i	i	i
CCOC(=O)C1CCCN(c2cc(NCCCO)c([N+](=O)[O-])c3nonc23)C1 (configuration not stated)	i	i	-0.5	1	i	i	2	i	i	i	i
Cc1nc(N2CCC(C)CC2)c(C#N)c(C)c1[N+](=O)[O-]	i	i	-1.1	15	i	i	1	i	i	i	i
O=C(c1ccc(S(=O)(=O)N2CCCC2)cc1)N1CCN(c2cccc(Cl)c2)CC1	i	i	0.3	44	i	i	4	i	i	i	i
COc1ccccc1OCCSc1nnnn1C1CCCCC1	i	i	1.1	-4	i	i	-24	i	i	i	i
CCCn1c(-c2ccc(F)cc2)cnc1SCC(=O)O	i	i	-0.6	-1	i	i	-3	i	i	i	i
CC(=O)OC1COC(n2ccc3ccccc32)C(OC(C)=O)C1OC(C)=O (configuration not stated)	i	i	0.3	-6	i	i	-3	i	i	i	i
CCOC(=O)C1CCN(c2c(NCc3ccc(C(=O)N(C)Cc4ccccc4)cc3)c(=O)c2=O)CC1	i	i	0.2	2	i	i	6	i	i	i	i
O=C(Nc1ccccc1N1CCOCC1)c1cccc(F)c1	i	i	-0.3	21	i	i	3	i	i	i	i
COc1ccc(NCc2nnc(SCC(=O)N3CCCc4ccccc43)n2C)cc1	i	i	0.4	1	i	i	1	i	i	i	i
Cc1c(NC(=O)c2ccc(CC(C)C)o2)c(=O)n(-c2ccccc2)n1C	i	i	-0.8	6	i	i	10	i	i	i	i
CS(=O)(=O)N(CC(N)=O)c1ccc(F)c(Cl)c1	i	i	-0.2	-6	i	i	-24	i	i	i	i
Cc1n[nH]c(=O)nc1NCc1ccccc1	i	i	0.1	·	i	i	-3	i	i	i	i
O=c1[nH]n2c(=O)c3c([nH]c2c1N=Nc1ccccc1)CCC3	i	i	0.0	4	i	i	-10	i	i	i	i
CCN1CCN(CC(=O)Nc2ccccc2)C(=O)C1=O	i	i	-0.2	3	i	i	0	i	i	i	i
Fc1cccc(F)c1-n1c(CN2CCCC2)csc1=S	i	i	0.2	-9	-5.1*	i	-14	i	i	i	i
Cc1nc2oc3ccc(Cl)cc3c(=O)c2cc1C(=O)O	i	i	0.9	10	i	i	3	i	i	i	i
CC(C)C1NCCc2c1sc1ccccc21 (configuration not stated)	i	i	-0.3	-12	i	i	-6	i	i	i	i
CN1CCN(CCc2nc3cc(NC(=O)COc4ccc(Cl)cc4)ccc3n2C)CC1	i	i	0.8	1	i	i	11	i	i	i	i
CCC(C)Nc1nc(-c2ccc3c(c2)NC(=O)CO3)cs1 (configuration not stated)	i	i	-0.4	2	i	i	-5	i	i	i	i
COc1ccc(OC)c(S(=O)(=O)N(C)CC(=O)N2CCN(c3ccccc3)CC2)c1	i	i	-0.6	-4	i	i	0	i	i	i	i
OCCc1c[nH]c2ccc(OCc3ccccc3)cc12	i	i	0.2	1	i	i	0	i	i	i	i
CC1CN(S(=O)(=O)c2cccc(C(=O)Nc3ccccc3N3CCCCC3)c2)CC(C)O1 (configuration not stated)	i	i	-0.4	3	i	i	-3	i	i	i	i
CCOC(=O)c1cc(CC)sc1NC(=O)c1ccc2c(c1)OCCO2	i	i	1.1	-4	i	i	-6	i	i	i	i
